mHTT CaM bind – mutant huntingtin-calmodulin interaction inhibitors – biochemical, AlphaScreen, primary screen | hit rate 3.6% among 190,000 | inhibition, % at 15 µM | AlphaScreen His-mHTT/GST-CaM binding, luminescence | P42858;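 also: 0% = both proteins with DMSO and 100% = one protein alone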
Target sequence (P42858 whole entry, looked up, stated change not applied): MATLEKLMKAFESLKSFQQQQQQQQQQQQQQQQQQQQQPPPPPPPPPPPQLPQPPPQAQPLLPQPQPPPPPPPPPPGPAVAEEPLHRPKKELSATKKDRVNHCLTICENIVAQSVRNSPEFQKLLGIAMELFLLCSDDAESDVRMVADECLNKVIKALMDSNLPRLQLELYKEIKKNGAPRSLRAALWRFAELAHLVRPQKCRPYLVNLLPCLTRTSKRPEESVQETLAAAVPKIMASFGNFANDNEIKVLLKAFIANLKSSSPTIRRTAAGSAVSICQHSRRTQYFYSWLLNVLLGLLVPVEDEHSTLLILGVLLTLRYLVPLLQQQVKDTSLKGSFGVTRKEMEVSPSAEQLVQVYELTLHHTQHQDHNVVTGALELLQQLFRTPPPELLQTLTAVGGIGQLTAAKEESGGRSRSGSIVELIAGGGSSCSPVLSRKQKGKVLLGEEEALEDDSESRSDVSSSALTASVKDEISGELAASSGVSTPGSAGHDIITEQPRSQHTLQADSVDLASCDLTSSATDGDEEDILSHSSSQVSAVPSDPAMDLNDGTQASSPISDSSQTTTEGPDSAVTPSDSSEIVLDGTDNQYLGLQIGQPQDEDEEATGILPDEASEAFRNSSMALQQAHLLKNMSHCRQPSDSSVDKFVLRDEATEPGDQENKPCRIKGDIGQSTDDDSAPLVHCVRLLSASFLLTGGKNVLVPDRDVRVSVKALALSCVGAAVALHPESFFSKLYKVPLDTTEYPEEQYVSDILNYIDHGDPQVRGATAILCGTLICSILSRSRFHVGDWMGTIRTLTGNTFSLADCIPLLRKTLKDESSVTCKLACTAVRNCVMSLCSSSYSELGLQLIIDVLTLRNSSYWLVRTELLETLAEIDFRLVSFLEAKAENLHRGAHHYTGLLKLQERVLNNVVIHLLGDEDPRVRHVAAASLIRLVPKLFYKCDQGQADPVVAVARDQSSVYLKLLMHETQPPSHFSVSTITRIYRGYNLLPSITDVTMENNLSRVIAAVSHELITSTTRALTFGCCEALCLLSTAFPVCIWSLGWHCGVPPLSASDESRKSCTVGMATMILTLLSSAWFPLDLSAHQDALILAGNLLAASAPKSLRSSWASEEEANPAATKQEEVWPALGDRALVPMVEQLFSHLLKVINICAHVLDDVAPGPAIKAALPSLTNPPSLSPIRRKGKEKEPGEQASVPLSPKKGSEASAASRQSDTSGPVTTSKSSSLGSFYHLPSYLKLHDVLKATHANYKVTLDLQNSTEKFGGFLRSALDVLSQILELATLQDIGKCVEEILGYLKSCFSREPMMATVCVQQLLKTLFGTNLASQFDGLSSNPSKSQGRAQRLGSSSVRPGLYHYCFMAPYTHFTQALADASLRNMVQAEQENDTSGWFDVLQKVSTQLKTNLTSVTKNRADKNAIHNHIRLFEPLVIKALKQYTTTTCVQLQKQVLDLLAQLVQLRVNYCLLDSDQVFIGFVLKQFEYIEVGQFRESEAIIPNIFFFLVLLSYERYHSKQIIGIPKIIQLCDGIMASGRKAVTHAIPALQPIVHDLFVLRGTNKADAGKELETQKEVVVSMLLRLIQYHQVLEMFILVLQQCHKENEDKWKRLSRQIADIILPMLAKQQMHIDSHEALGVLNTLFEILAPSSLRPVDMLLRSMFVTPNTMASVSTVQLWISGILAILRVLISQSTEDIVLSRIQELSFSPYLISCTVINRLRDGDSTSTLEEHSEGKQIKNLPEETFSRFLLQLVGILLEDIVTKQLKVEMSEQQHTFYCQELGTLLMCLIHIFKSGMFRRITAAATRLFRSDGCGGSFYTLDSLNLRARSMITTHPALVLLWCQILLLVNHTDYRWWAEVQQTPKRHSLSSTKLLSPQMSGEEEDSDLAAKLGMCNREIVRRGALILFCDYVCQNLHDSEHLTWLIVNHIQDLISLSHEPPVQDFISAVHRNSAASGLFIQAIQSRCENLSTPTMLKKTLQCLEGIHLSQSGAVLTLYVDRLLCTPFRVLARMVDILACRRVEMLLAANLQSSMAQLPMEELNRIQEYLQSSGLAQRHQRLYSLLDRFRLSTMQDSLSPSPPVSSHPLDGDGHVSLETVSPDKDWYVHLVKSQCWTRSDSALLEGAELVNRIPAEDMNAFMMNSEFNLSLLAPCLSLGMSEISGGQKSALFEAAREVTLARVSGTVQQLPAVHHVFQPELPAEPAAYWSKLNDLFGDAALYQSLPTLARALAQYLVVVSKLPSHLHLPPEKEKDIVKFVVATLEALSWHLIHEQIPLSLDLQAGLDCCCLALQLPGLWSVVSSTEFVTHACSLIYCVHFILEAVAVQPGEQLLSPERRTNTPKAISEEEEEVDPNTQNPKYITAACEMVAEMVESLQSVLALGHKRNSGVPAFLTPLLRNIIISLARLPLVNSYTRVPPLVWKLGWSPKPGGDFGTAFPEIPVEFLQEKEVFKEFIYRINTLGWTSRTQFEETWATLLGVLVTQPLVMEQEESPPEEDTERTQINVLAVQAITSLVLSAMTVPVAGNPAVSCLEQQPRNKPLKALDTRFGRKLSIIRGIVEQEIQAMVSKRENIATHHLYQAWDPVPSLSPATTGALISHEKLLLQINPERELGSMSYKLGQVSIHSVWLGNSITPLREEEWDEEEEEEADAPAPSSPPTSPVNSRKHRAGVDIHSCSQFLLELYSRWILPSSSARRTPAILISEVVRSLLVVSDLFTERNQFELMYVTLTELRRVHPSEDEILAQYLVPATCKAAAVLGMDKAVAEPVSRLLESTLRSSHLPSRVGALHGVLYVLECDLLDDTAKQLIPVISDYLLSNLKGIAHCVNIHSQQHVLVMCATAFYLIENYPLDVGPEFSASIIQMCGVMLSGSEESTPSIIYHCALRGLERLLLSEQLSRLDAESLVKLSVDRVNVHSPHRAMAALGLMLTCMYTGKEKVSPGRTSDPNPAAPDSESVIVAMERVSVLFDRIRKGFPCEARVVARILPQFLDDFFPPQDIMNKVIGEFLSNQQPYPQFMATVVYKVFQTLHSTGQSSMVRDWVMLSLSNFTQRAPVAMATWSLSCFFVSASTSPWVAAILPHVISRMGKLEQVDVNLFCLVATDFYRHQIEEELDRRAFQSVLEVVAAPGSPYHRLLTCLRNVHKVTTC
Pf apPOL block – Pf-apPOL inhibitors, biochemical, fluorescence. Plasmodium falciparum apicoplast DNA polymerase (apPOL). Recombinant Pf-apPOL, molecular beacon fluorescence, 1.5 h. inhibition, % at 10 µM. hit rate 0.25% among 210,000. AID 1794808, 2022
The depositor's hits bear a star; / = no result given; & = joins results of further samples. Rule as the data show it: active = inhibition above about 50%; inactive = the rest.

SMILES	mHTT CaM bind	Pf apPOL block
CN1C(=N)NC(=O)C1C1(O)C(=O)Nc2ccccc21 (stereo not drawn)	4	-4
Cc1ccc(NC(=O)Cc2nn(C)c(=O)c3ccccc23)cc1C	0&-5	23&-3
Cc1ccc2c(c1)N(C(=O)Nc1ccc(Br)cc1)CCO2	1	-12
Cc1c(C(=O)N2CCN(C)CC2)c(CC(C)C)nn1-c1ccc(Cl)c(Cl)c1	95*	-28
CCCCN(CC)CCNC(=O)C1=C(C)C(=O)OC12CCCCC2	-4	-3
CCc1ccc(OCCOCCN2CCOCC2)cc1	-2	-4
O=C(COc1ccc(F)cc1)Nc1nnc(C2CC(=O)N(c3ccccc3)C2)o1 (stereo not drawn)	21	4
CC(C)(Oc1ccc(Cl)cc1)c1nc(-c2ccccn2)no1	-13	-3
COc1ccc2oc(=O)c(C(=O)Nc3ccc(S(N)(=O)=O)cc3)cc2c1	7	-3
Cc1cccc(S(=O)(=O)N2CCc3c(c(-c4nc(C5CC5)no4)nn3C)C2)c1	12	-1
CCCOC(=O)C1C2C=CC3(CN(CC(C)C)C(=O)C13)O2 (stereo not drawn)	-8	2
Cc1ccc(NC(=O)C2CC(=O)N(c3ccccc3C)C2)cc1C (stereo not drawn)	0	-3
Clc1ncnc2c1ncn2C1CCCCO1 (stereo not drawn)	75*	/
CCOc1ccc2nc(Nc3nc(=O)c4ccccc4n3C)nc(C)c2c1	-5	-2
Cc1ccc(S(=O)(=O)N(C#N)c2nc(C)cc(C)n2)cc1	-2	2
Cc1cccc(OCC(=O)N2CCC3(CC2)NC(=O)N(Cc2ccccc2Cl)C3=O)c1	4	-6
COc1ccc(C(=O)N2CCc3[nH]nc(-c4ccccc4)c3C2)cn1	4	-10
NC1=NCc2ccccc21	-1	-4
Cc1csc(=Nc2ccccc2)n1CC(O)c1ccc([N+](=O)[O-])cc1 (stereo not drawn)	83*	3
CCOc1ccc(S(=O)(=O)N(C(=O)c2ccncc2)c2ccc3oc4c(c3c2)CCCC4)cc1	30	-4
Cc1nc(-c2cnccn2)sc1C(=O)N1CCN(C2c3ccccc3-c3ccccc32)CC1	/	8
NC(CC(=O)O)c1cccc([N+](=O)[O-])c1 (stereo not drawn)	1	-9
COc1ccc(-n2nnnc2SCC(=O)O)cc1	-2	-4
COc1cc(C(F)(F)F)c(-c2nc(-c3ccc(Cl)cc3)cs2)cn1	/	6
COc1cc(OC)c(OC)cc1C=C1Oc2cc(OC(=O)C(C)C)ccc2C1=O	-2	-12
COc1ccc(OCCOc2ccc(/C=C3/C(=N)N4N=C(C)SC4=NC3=O)cc2OC)cc1	0	-1
O=C(NCc1ccc(F)c(Cl)c1)c1cn2c(n1)COCC2	1	-5
OCCNCC1(O)C2CC3CC(C2)CC1C3 (stereo not drawn)	-3	-4
Cc1c(N=Cc2cc(Br)ccc2O)c(=O)n(-c2ccccc2)n1C	24	-1
O=c1[nH]c(-c2ccc3c(c2)OCO3)nc2sc3c(c12)CCCC3	2	-5
COc1ccc(OC)c(NC(=O)c2cc(S(=O)(=O)NCCc3ccccc3)ccc2F)c1	80*	0
CCN(CC)c1ccc(N=Cc2c[nH]c3ccccc23)cc1	83*	-6
Cc1ccccc1OCCOc1ccc([N+](=O)[O-])cc1/C=C1\C(=O)NN(c2ccccc2)C1=O	45	-10
CC(=O)N(C)CC(=O)N1N=C(c2ccccc2F)CC1c1ccccc1F (stereo not drawn)	28	-2
Cc1cccc(NC(=O)c2nc3ccccc3[nH]c2=O)c1	-1	-4
CCc1ccc(NC(=O)C2CC(=O)N(c3ccc(OC)cc3)C2)cc1 (stereo not drawn)	5	-2

Some of these compounds in order of number of heavy atoms, falling.
SMILES	mHTT CaM bind	Pf apPOL block
CCOc1ccc(S(=O)(=O)N(C(=O)c2ccncc2)c2ccc3oc4c(c3c2)CCCC4)cc1	30	-4
Cc1nc(-c2cnccn2)sc1C(=O)N1CCN(C2c3ccccc3-c3ccccc32)CC1	/	8
COc1ccc(OC)c(NC(=O)c2cc(S(=O)(=O)NCCc3ccccc3)ccc2F)c1	80*	0
Cc1cccc(OCC(=O)N2CCC3(CC2)NC(=O)N(Cc2ccccc2Cl)C3=O)c1	4	-6
COc1cc(OC)c(OC)cc1C=C1Oc2cc(OC(=O)C(C)C)ccc2C1=O	-2	-12
CC(=O)N(C)CC(=O)N1N=C(c2ccccc2F)CC1c1ccccc1F (stereo not drawn)	28	-2
Cc1csc(=Nc2ccccc2)n1CC(O)c1ccc([N+](=O)[O-])cc1 (stereo not drawn)	83*	3
Cc1c(N=Cc2cc(Br)ccc2O)c(=O)n(-c2ccccc2)n1C	24	-1
O=c1[nH]c(-c2ccc3c(c2)OCO3)nc2sc3c(c12)CCCC3	2	-5
CCN(CC)c1ccc(N=Cc2c[nH]c3ccccc23)cc1	83*	-6
O=C(NCc1ccc(F)c(Cl)c1)c1cn2c(n1)COCC2	1	-5
COc1ccc(-n2nnnc2SCC(=O)O)cc1	-2	-4
OCCNCC1(O)C2CC3CC(C2)CC1C3 (stereo not drawn)	-3	-4
NC(CC(=O)O)c1cccc([N+](=O)[O-])c1 (stereo not drawn)	1	-9
NC1=NCc2ccccc21	-1	-4

Continuation:
SMILES	mHTT CaM bind	Pf apPOL block
O=C(CN1CCN(C(=O)Nc2ccc(Cl)cc2)CC1=O)N1CCC2(CC1)OCCO2	-2	-2
C[C@H]1COc2cc(Br)ccc2S(=O)(=O)N1Cc1cn(CC2CCCCC2)nn1	-16	-1
COc1ccc(/C=C2\C(=O)NC(=O)N(c3ccccc3Cl)C2=O)cc1[N+](=O)[O-]	4	12
Cc1cc(OCc2ccccc2)c(C(=O)C=Cc2ccc3c(c2)OCCO3)cc1C	13	3
CCN1CCCn2cc(S(=O)(=O)NCc3cccc(F)c3)cc2C1=O	2	1
CSc1sc(-c2ccnc(SCCS(C)(=O)=O)n2)c(-c2ccccc2)c1C#N	/	0
CCOCCCNC(=O)c1cnn2c(C)c(Cc3c(C)cc(C)cc3C)c(C)nc12	15	-10
Cc1ccc(Br)cc1[N+](=O)[O-]	/	3
Cc1csc(-c2ccc(N3CCN(C(=O)c4cccc(F)c4)CC3)nc2)n1	-2	-6
Cc1cc(NC=C(C#N)C(=O)c2ccc(Cl)cc2)no1	/	-5
COc1ccc(Cl)cc1Cc1nc(C)cc(Cl)n1	-5	1
CC(C)c1ccc(C(=O)N2CCCCCC2)cc1	-7	1
CCC(C)NC(=O)c1ccc2c(c1)ncn2-c1ccc(C)cc1C (stereo not drawn)	6	42
COc1cc(NC(=O)N2CCc3cn(C)c4cccc(c34)C2)cc(OC)c1	-2	-1
CCc1c(C)sc(NC(=O)CSc2n[nH]c(C)c2[N+](=O)[O-])c1C#N	4	-3
CN(C)CCNc1cc(-c2ccccc2)nc2ccccc12	/	-15
CCOCCCn1c(=N)c(C(=O)NC(C)c2ccccc2)cc2c(=O)n3ccccc3nc21 (stereo not drawn)	-5	-8
CC1=C(C)CC(C(=O)NCc2ccc(Cl)c(Cl)c2)C(C(=O)O)C1 (stereo not drawn)	9	-1
CCCCOc1ccc(C2C3CCCC=C3C(C#N)=C(N)C2(C#N)C#N)cc1 (stereo not drawn)	55*	1
Cc1cccc(N2C(=O)NC(=O)/C(=C\c3c(C)n(C)c4ccccc34)C2=O)c1	22	7
CC12CC3(C)CC(C)(C1)CC(C(=O)Nc1ccc(F)c(Cl)c1)(C2)C3	-2	-2
CCN(CC)CCC(=O)N1c2ccccc2CCc2ccc(NC(=O)OC)cc21	-21	-7
OC(COCC12CC3CC(CC(C3)C1)C2)CN1CCc2ccccc2C1 (stereo not drawn)	35	0
CCn1cc(S(=O)(=O)NCc2cccc(C)c2)c2cccnc21	5	3
CC(C)c1nc(N2CCN(C(=O)c3ccccc3)CC2)c(C#N)c2c1COC(C)(C)C2	-3	-5
COc1ccc(-c2csc(NC(=O)c3ccco3)c2C(=O)O)cc1	-1	2
Cn1c(SCC(=O)Nc2cc(=O)n(C)c(=O)n2C)nnc1-c1cccs1	1	0
CC(=O)Nc1ccc(OCC(=O)Nc2cc(Cl)cc(Cl)c2)cc1	-1	1
Nc1ccccc1-n1ccnc1	-5	/
CCCc1cc(C2CCCN2Cc2cn[nH]c2-c2cccc(OC)c2)no1 (stereo not drawn)	-7	-1
COc1ccc(NS(=O)(=O)c2cc(Br)cc3c2N(C(C)=O)CC3)cc1OC	11	-3
COc1cccc(CNC(=O)C(C)C2CCN(S(=O)(=O)c3cccs3)CC2)c1 (stereo not drawn)	-5	-3
COc1ccc2c(c1)C(c1ccc(C)cc1)CC(=O)O2 (stereo not drawn)	0	1
O=C(Nc1nnc(SCc2ccccc2F)s1)Nc1ccc(Cl)cc1Cl	-3	-6
CC(C)Cn1c(=O)c(N2CCN(C(=O)NCc3ccco3)CC2)nc2ccncc21	8	7
CC(C)CCN1CC(C(=O)NCc2cccnc2)CC1=O (stereo not drawn)	2	-21
COc1nn(C)cc1C(=O)NCC(=O)N1CCc2ccccc2C1	-9	-5
O=[N+]([O-])c1ccccc1-c1ccccc1I	-1	-9
CC(=O)c1ccc(NC(=O)C23CCC(C2)C(C)(C)C3=O)cc1 (stereo not drawn)	-7	-5
CC(=O)N1CCc2nn(CC(=O)N3CCc4ccccc43)c(=O)cc2C1	9	-4
O=C(c1ccc(F)cc1F)N1CCC(CCOc2ccccc2)CC1	-18	-4
O=C(C1CCCCC1)N1CCN(c2cc(-c3ccccc3)[nH]n2)CC1	6	-1
CN(C)CCCN1C(=O)C(O)=C(C(=O)c2ccco2)C1c1ccncc1 (stereo not drawn)	2	-10
CC(O)c1cccc(NC(=O)c2cnn3c2NC(c2cccs2)CC3C(F)(F)F)c1 (stereo not drawn)	2	-3
COc1ccc(CC(=O)N2CCC(c3nc(C(=O)N(C)C)c(C)o3)CC2)cc1	5	-2
CCOc1ccc(S(=O)(=O)Nc2ccc(Cl)cn2)cc1	-2	-6
O=C1CCC(=O)N1CNc1ccccn1	/	-2
CC(C)c1noc(-c2cccnc2N2CCCN(C(=O)c3ccccc3)CC2)n1	5	0
O=C(Nc1ccccc1)c1ncoc1-c1ccccc1	/	0&-4
Cc1ccc(C(=O)N2CCc3sc(C(=O)NCc4ccc(F)cc4F)cc3C2)cc1	-2	-4
CCc1ccc(Nc2ncnc3c2nc2n3CCCC2)cc1	7	0
O=C(c1cnn2cccnc12)N1CCCn2cc(-c3ccccc3)nc21	12	-6
CCOc1ccccc1C(=O)Nc1c2c(nn1-c1cccc(Cl)c1)CS(=O)(=O)C2	8	-7
CCOc1ccc(C(=O)Nc2ccc(NC(=O)c3ccco3)c(OC)c2)cc1Br	-5	-4
COc1ccccc1C1CN(C(=O)c2ccccc2C)CC1C(=O)NC1CC1 (stereo not drawn)	11	-2
Cc1ccc(CSc2nnc(C3CC3)n2C2CCCCC2)cc1	8	-6
CC(C)(C)NC(=S)NNC(=O)c1ccccc1	/	2
COc1cccc(C2=NOC(C(=O)NCCCN3CCOCC3)C2)c1 (stereo not drawn)	-5	0
Cc1cc(NC(=O)CSc2nc3ccccc3c(=O)n2Cc2ccco2)n[nH]1	-2	-3
Cn1ncc(N2CCCC(C(=O)NCCc3cccs3)C2)cc1=O (stereo not drawn)	-4	-8

Laid out differently: entries from further up
Structure,mHTT CaM bind,Pf apPOL block
CCOc1ccccc1C(=O)Nc1c2c(nn1-c1cccc(Cl)c1)CS(=O)(=O)C2,8,-7
CCOc1ccc(C(=O)Nc2ccc(NC(=O)c3ccco3)c(OC)c2)cc1Br,-5,-4
COc1ccccc1C1CN(C(=O)c2ccccc2C)CC1C(=O)NC1CC1 (stereo not drawn),11,-2
Cc1ccc(CSc2nnc(C3CC3)n2C2CCCCC2)cc1,8,-6

Next records follow.
SMILES	mHTT CaM bind	Pf apPOL block
Cc1ccccc1-c1c(C)oc2cc(O)ccc2c1=O	4	-4
COc1ccc(-n2nc(C(=O)Nc3ccc(F)cc3)c3ccccc3c2=O)cc1	11	-6
CCOc1ccc(/C=C2\N=C(c3ccc([N+](=O)[O-])cc3)OC2=O)cc1	2	1
COc1cc(C)c(NC(=O)C2(C)CC2(Cl)Cl)cc1C(C)C (stereo not drawn)	-2	-7
COc1ccc(C2NC(=O)N(C)C(C)=C2C(=O)Nc2ccccc2)cc1 (stereo not drawn)	/	-21
COc1ccc(S(=O)(=O)N(CC(=O)Nc2ccccc2F)c2ccc(Cl)cc2)cc1	-3	-3
Cc1ccsc1C(=O)NC1(c2nc(-c3cccnc3)no2)CCCCC1	2	-2
CCOC(=O)CNC(=O)N1CCCC1c1cccc(C)c1 (stereo not drawn)	1	1
COc1cccc(C=C2Oc3c(ccc(O)c3CN3CCN(CCO)CC3)C2=O)c1OC	3	-1
O=C1OC(c2ccc(Oc3ccccc3)cc2)=C/C1=C\c1ccco1	78*	3
Cc1nn(C)c(C)c1NC(=O)C(C#N)=CN(C)C	/	-4&-13
COc1ccc(NC(=O)CCCn2c(=O)c3sccc3n(Cc3cccc(C)c3)c2=O)cc1	2	6
COc1cccc(N2C(=O)CC(N(C)Cc3ccccc3)C2=O)c1 (stereo not drawn)	-15	6
O=C(CN1CCOCC1)Nc1ccc(NC(=O)CN2CCOCC2)cc1	-1	-5
Nc1ccccc1-c1nnc(SCc2ccc(Cl)cc2)[nH]c1=O	-1	-1
CSc1nc(N)nc(SCC(=O)Nc2nc(C)cs2)c1C#N	3	6
COc1ccc(C2C=C(Nc3ccc(F)cc3)C(=O)N2c2ccc(F)cc2)cc1OC (stereo not drawn)	0	-2
O=C(c1ccccc1F)N1CCN(C2CCCCCC2)CC1	0	-6
Cc1ccc(C(=O)N2CCCC2COc2ccc(C(=O)N3CCCC3)cc2)cc1F (stereo not drawn)	12	7
O=C1C(Nc2ccc(Cl)cc2)=C(n2nnc3ccccc32)C(=O)c2ccccc21	18	-3
COc1ccc(CCN2CC(C(=O)NCc3cccc(C)c3)CC2=O)cc1OC (stereo not drawn)	9	5
O=C(O)C1C2CCC(O2)C1C(=O)n1cc(Cl)cn1 (stereo not drawn)	-3	-3
Cc1ccccc1NC(=O)c1cccc(S(=O)(=O)Nc2cccc([N+](=O)[O-])c2)c1	-1	-6
COCCCNC(=O)C1CCN(S(=O)(=O)c2ccc(F)cc2)CC1	-5	-204
Cc1nn(CC(=O)NCc2ccccc2)c(C)c1[N+](=O)[O-]	-1	-4

Screening data deposited in PubChem by University of Kansas High Throughput Screening Laboratory.
